EPAC2 ag = agonists of human EPAC2 (RAPGEF4) | Q8WZA2 | 0.079% of 360,000 active | AID 720711 | EPAC2 activation, biochemical qHTS; response scale: 100% = 6.5 mM cAMP response | Potency, µM (series often up to 154 µM), for inactives: top-dose activation, usual class: activators; further: potency means the concentration at half of the fitted maximal effect; nearly all actives have a fitted effect of over 50% in size
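qHTS, titration series. 100 nM EPAC2 / 250 nM Rap1B-BODIPY-GDP / 50 uM GDP; RT; ex 480/em 540 nm, 5-min reads to 30 min. Norm. to 6.5 mM cAMP = activation.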
DRD3 antagonist = D3 dopamine receptor (human) antagonism | P35462 | D3R cells, DiscoveRx beta-arrestin luminescence, antagonist mode; active compounds read low | max response, negative = inhibition, % | 2.5% of 360,000 active | AID 652054; in the data active means max response below about -50%; inconclusive means no clear call, values can overlap the other calls; further: on the % scale 0 is the no-effect control and ±100 the full control effect; mostly tested at two doses, the higher about 12 µM
Target sequence (P35462 whole entry, looked up): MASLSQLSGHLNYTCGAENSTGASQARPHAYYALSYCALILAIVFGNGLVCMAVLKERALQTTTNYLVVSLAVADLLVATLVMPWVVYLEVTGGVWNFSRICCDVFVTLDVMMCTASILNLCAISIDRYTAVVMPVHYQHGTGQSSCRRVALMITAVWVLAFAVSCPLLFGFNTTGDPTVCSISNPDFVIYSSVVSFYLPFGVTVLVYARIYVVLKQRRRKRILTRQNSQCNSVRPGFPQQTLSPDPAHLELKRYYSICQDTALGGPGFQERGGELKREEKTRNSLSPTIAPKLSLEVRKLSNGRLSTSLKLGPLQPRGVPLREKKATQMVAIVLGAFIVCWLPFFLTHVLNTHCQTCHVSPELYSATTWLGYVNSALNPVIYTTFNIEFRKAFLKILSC
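Cells plated overnight at 1500 cells/well, then exposed to library compounds with dopamine controls for 90 minutes at 37 degrees C. DiscoveRx reagent added for 30–60 minutes at room temperature; luminescence read, quantitative HTS format.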
D3 ag = agonists of human D3 dopamine receptor; 0.58% of 410,000 active; max activation, %; P35462; D3R DiscoveRx beta-arrestin cells, luminescence, 90 min; AID 652048; in the data active means max activation above about 30%; further: 0% is about no effect; mostly tested at two doses, the higher about 12 µM
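Cells at 1500/well, incubated overnight, then treated with pinned compounds (dopamine as control) for 90 min at 37 degrees C. DiscoveRx reagent added for 30 - 60 minutes at room temperature; luminescence read.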
FUS yeast rescue = suppressors of FUS proteinopathy in yeast; S. cerevisiae FUS-expressing, growth rescue, OD600, 24 h; 0.24% of 390,000 active; Potency, µM (highest dose often 76.6 µM), without a hit: at the highest dose growth rescue (activation), actives largely listed as activators; AID 1347120;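 further: potency means the concentration at half of the fitted maximal effect; plate controls were DMSO vehicle for no effect and reference control for full effect; nearly all actives have a fitted effect of over 55% in size; some results filed as inactive show a strong effect at the top dose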
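Restored growth of FUS-toxic S. cerevisiae, read as 600 nm absorbance after 24 h at 30C in galactose medium (starting OD 0.005). Controls CP55940 and DMSO.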
EPAC2 antagonist = EPAC2 (human) antagonism; EPAC2 GEF exchange of Rap1B-BODIPY-GDP, fluorescence; Q8WZA2; Potency, µM (top dose mostly 114 µM), for inactives: at the top dose activity, negative = inhibition, hits mostly inhibitors; 0.18% of 360,000 active; AID 720708; further: potency means the concentration at half of the fitted maximal effect; on the % scale 0 is the no-effect control and ±100 the full control effect; nearly all actives have a fitted effect of over 45% in size; many of its hits are not listed in these tables
TDP-43 yeast inh = inhibitors of TDP-43 toxicity in yeast. 1.8% of 410,000 active. AID 652104. Potency, µM (highest dose often 46.1 µM), inactives show at the highest dose growth rescue (activation), actives largely listed as activators. TDP-43 expressing yeast growth rescue, BacTiter-Glo, 24 h; further: potency means the concentration at half of the fitted maximal effect; % of control where 0% means no effect; nearly all actives have a fitted effect of over 50% in size
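Galactose-induced TDP-43 yeast, OD600=0.02, compound pinned; 24 hr, 30 deg C; BacTiter-Glo luminescence for growth. Inhibitors of TDP-43 toxicity read as activators.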
Abeta yeast res = restores growth of yeast expressing A-beta42 peptide; Potency, µM (top dose mostly 46.1 µM), without a hit: at the highest dose growth rescue, most hits filed as activators; yeast expressing A-beta42, growth rescue, OD600, 48 h; response scale: 0% DMSO, 100% iron-clioquinol control; 0.063% of 410,000 active; further: potency means the concentration at half of the fitted maximal effect; nearly all actives have a fitted effect of over 55% in size
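Yeast growth medium received pinned compounds, then yeast cells expressing toxic A-beta were added; plates incubated at 30 C for 48 hr. Growth read as absorbance at 600 nm, normalized to DMSO and equimolar FeCl3 plus clioquinol controls.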
aSyn rescue = alpha-synuclein toxicity inhibition in yeast | Yeast expressing alpha-synuclein, growth rescue, BacTiter-Glo, 24 h | Potency, µM (series often up to 46.1 µM), inactives show top-dose growth rescue (activation), most hits filed as activators | 0.14% of 370,000 active; further: potency means the concentration at half of the fitted maximal effect; % of control where 0% means no effect; nearly all actives have a fitted effect of over 65% in size
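Galactose-induced alpha-syn yeast (OD600=0.02, raffinose-pregrown) + pinned cpd, 24 hr, 30 deg C; growth by BacTiter-Glo luminescence. Growth restoration scores as activation.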
* marks the source's active call; other numbers are inactive results; ? = inconclusive; / = no result given; [ ] = another dose, or the depositor's remark. Unless noted, the call rests on the fitted dose curve; in most records, active means well fitted curve in the direction sought with a large enough effect; inconclusive means small, poorly fitted or top-dose-only effect, or another doubt; inactive means no such curve, though single readings can be large; an effect the other way counts as inactive or inconclusive. Not all compounds are listed; the hit share may differ from the screen's.

SMILES	EPAC2 ag	DRD3 antagonist	D3 ag	FUS yeast rescue	EPAC2 antagonist	TDP-43 yeast inh	Abeta yeast res	aSyn rescue
Cc1cc(C(C)(C)C)cc(C)c1S(=O)(=O)N1CCN(C(=O)c2cc([N+](=O)[O-])c[nH]c2=O)CC1	1.3%	-6.2	-16.5	41.0%	-16.3%	6.9%	4.7%	0.2%
CCOc1ccc(S(=O)(=O)N2CCN(c3ccc(OC)cc3)CC2)c2cccnc12	9.9%	5.7	-0.7	27.3%	-2.8%	13.3%	5.6%	0.7%
COc1ccc(-c2sc3ccccc3c2-c2ccc(OC)cc2F)cc1	21.4%	27.6	1.8	-5.2%	?	?	-2.2%	0.0%
CN(CC(=O)Nc1ccccc1Cl)C(=O)c1cccc(S(=O)(=O)N2CCN(c3ccccc3)CC2)c1	15.0%	-3.7	-4.3	?	3.3%	-12.6%	12.9%	12.6%
CN(C(=O)c1ccc(NC(=O)Cc2cccc(NC(=O)C3CCCN(C(=O)C4CCCC4)C3)c2)cc1)C1CCCC1 (stereo unspecified)	14.8%	?	-33.2	?	-9.2%	-4.2%	-15.0%	0.6%
COc1ccc(C2C3=C(CCCC3=O)NC3=C2C(=O)c2ccccc23)cc1 (stereo unspecified)	11.2%	?	-22.4	3.2%	-23.8%	-18.9%	-8.5%	1.2%
CCOCCCN1CN(Cc2ccccc2)CNC1=S	14.6%	-12.4	0.4	/	-6.8%	-1.4%	0.7%	0.0%
O=C(Nc1ccccc1)OCCN1CCN(Cc2ccccc2)CCC1=O	0.9%	25.7	-2.5	13.0%	-7.8%	-4.6%	-1.1%	0.2%
CCOc1cc2[nH]c(=S)n(Cc3ccc(C(=O)O)cc3)c(=O)c2cc1OCC	-6.2%	-6.1	-4.9	17.3%	-11.1%	4.8%	3.9%	1.2%
Cc1nc(S(=O)(=O)c2ccc(Cl)cc2)nc2c1CCC2	7.1%	7.1	-0.4	/	-10.1%	21.4%	9.1%	?
O=C(N/C(=C/c1cccs1)c1nc2ccccc2[nH]1)c1ccccc1	-5.9%	16.2	2.5	8.8%	4.5%	7.7%	13.1%	-0.8%
Cc1cc(C(C)(C)C)oc1C(=O)N(CC(=O)NC1CCCC1)Cc1ccc(Cl)cc1	-15.8%	-17.5	2.1	21.3%	-9.1%	-20.6%	0.0%	-0.3%
CN(C)NC1CC(=O)N(c2ccccc2)C1=O (stereo unspecified)	0.0%	1.6	-13.0	-7.7%	2.4%	-26.4%	-6.8%	-3.1%
COc1ccccc1OC(=O)c1cc2ccccc2oc1=O	1.6%	-4.8	4.1	8.8%	-17.9%	?	10.1%	1.4%
O=C(NCc1ccccn1)c1cc2c(ccc3ccccc32)oc1=O	3.8%	-20.0	6.2	-7.7%	-11.4%	-14.8%	/	-4.7%
CC1(C(=O)Nc2cccc(C#N)c2)CCN1C(=O)Cc1ccc(-c2ccccc2)cc1 (stereo unspecified)	13.0%	16.2	-2.8	?	-5.5%	?	25.9%	-9.0%
CC1CCCCN1C(=O)CNCc1ccc(F)cc1 (stereo unspecified)	10.2%	-4.2	-15.1	15.8%	5.4%	7.5%	7.2%	-4.9%
CCn1ncc(C2=NOC(C(=O)Nc3ccc(C)cc3)C2)c1C (stereo unspecified)	4.9%	19.3	2.6	-3.0%	-0.5%	-6.5%	1.1%	-0.3%
CCOC(=O)Nc1cc(NC(=O)OCC)ncn1	-3.3%	15.2	1.0	/	-25.5%	-7.5%	-5.0%	6.8%
O=C1CSC(c2ccccc2[N+](=O)[O-])N1c1cccc(F)c1 (stereo unspecified)	6.2%	3.9	1.7	-1.4%	-3.7%	18.6%	-15.3%	5.1%
COc1ccc(-c2ccc3oc(-c4ccc(OC)cc4)c(C#CCCO)c3c2)cc1	0.2%	82.9	24.5	14.7%	1.6%	3.9%	3.4%	-4.3%
O=C(c1ccco1)N1CCN(c2nc(C3CC3)nc3c2nnn3Cc2ccccc2Cl)CC1	17.0%	14.0	7.8	-18.1%	-0.3%	7.3%	-1.6%	-6.6%
CC(=O)c1c(N2CCCCC2)nc(=S)n(-c2ccccc2)c1C	2.1%	-28.9	2.5	16.0%	-0.7%	-2.4%	-17.2%	-7.2%
O=C(CCc1nnc(CCCc2ccccc2)o1)NCCc1ccccc1	6.2%	-7.8	-7.1	15.2%	0.8%	10.7%	10.0%	2.7%
COc1cc(/C=C/C(=O)NCC2CCCCC2)cc(OC)c1OC	-10.3%	6.9	-6.9	-3.7%	-3.6%	17.2%	0.7%	-0.5%
CC(C)(C)c1ccc(C(=O)NCCc2csc(-c3ccc(Cl)cc3)n2)cc1	/	/	14.6	25.8%	/	16.9%	-1.3%	/
COc1ccccc1CNC(=O)COC(=O)C1CCN(S(=O)(=O)c2ccc(C)c(C)c2)CC1	4.7%	0.0	2.0	24.4%	-11.4%	9.6%	7.6%	9.5%
Cc1nn(Cc2ccccc2)c(=O)n1N(C)c1ncc(C(F)(F)F)cc1Cl	-10.1%	3.3	0.1	34.7%	4.1%	8.5%	-7.2%	-4.7%
CC(=O)C1CCN(Cc2ccccc2)CC1	8.4%	13.3	-5.3	16.7%	-12.5%	-9.5%	12.9%	-0.8%
COc1ccc(C2CC(c3ccccc3)Nc3nc(N)nn32)cc1 (stereo unspecified)	5.0%	-7.0	1.8	11.1%	4.1%	4.1%	7.2%	12.5%
Cc1cccc(C)c1NC(=O)CN1CCc2ccccc2C1	2.8%	?	-6.6	-5.1%	3.3%	0.0%	5.9%	0.1%
O=C(CCNS(=O)(=O)c1cccs1)NCc1ccco1	0.0%	10.2	-0.6	16.9%	0.0%	8.9%	13.7%	-11.1%
Cc1cc(Nc2ccc3ccccc3c2)n2ncnc2n1	3.1%	-28.3	-5.3	36.5%	-3.8%	2.6%	4.8%	7.8%
O=C(CN1C(=O)NC2(CCCCC2)C1=O)N1CCN(S(=O)(=O)c2cccc([N+](=O)[O-])c2)CC1	-1.4%	-13.6	-5.4	/	15.4%	-13.8%	-3.5%	0.6%
COc1ccc(NC(=S)N2CCN(c3ccc4c(c3)C3CCN(C(=O)OCc5ccccc5)C4C3)CC2)c(OC)c1 (stereo unspecified)	8.7%	10.1	4.5	?	3.3%	27.2%	-6.3%	2.3%
CCOc1ccc(C(=O)C2CCN(C(=O)c3ccc([N+](=O)[O-])cc3)CC2)cc1	-0.8%	23.5	4.7	11.6%	-9.0%	?	-25.0%	12.3%
COCC(=O)NNC(=O)Cc1ccc(Cl)cc1	7.0%	13.2	1.2	-14.4%	-5.5%[57.1 µM]	-2.5%	-6.2%	1.2%
CC(C)CN(CC(C)C)C(=O)c1cc(S(=O)(=O)N2CCCCC2)c[nH]1	6.0%	0.1	-4.3	7.1%	4.4%	8.3%	0.2%	4.7%
CC(=O)Nc1nc2ccccc2n1Cc1ccc(C)cc1	6.3%	12.5	-0.8	-17.4%	-13.0%	24.5%	0.6%	2.2%
CCc1cccc(NC(=O)C(CC)n2nc(C)c3sc4ccccc4c3c2=O)c1 (stereo unspecified)	/	/	5.0	-13.8%	/	0.0%	3.8%	/

Exported with bars between the fields: two of the compounds above.
SMILES | EPAC2 ag | DRD3 antagonist | D3 ag | FUS yeast rescue | EPAC2 antagonist | TDP-43 yeast inh | Abeta yeast res | aSyn rescue
Cc1cccc(C)c1NC(=O)CN1CCc2ccccc2C1 | 2.8% | ? | -6.6 | -5.1% | 3.3% | 0.0% | 5.9% | 0.1%
O=C(CN1C(=O)NC2(CCCCC2)C1=O)N1CCN(S(=O)(=O)c2cccc([N+](=O)[O-])c2)CC1 | -1.4% | -13.6 | -5.4 | / | 15.4% | -13.8% | -3.5% | 0.6%

Other compounds follow.
SMILES	EPAC2 ag	DRD3 antagonist	D3 ag	FUS yeast rescue	EPAC2 antagonist	TDP-43 yeast inh	Abeta yeast res	aSyn rescue
CN(C)Cc1cc(OCc2ccccc2)cc(CN(C)C)c1O	7.0%	23.2	10.2	-31.5%	5.1%	7.6%	3.2%	3.0%
O=C(Nc1ccccc1)C1CCN(C(=O)c2ccc(Br)cc2)CC1	2.8%	12.2	4.2	/	8.1%	28.7%	3.6%	8.4%
COc1ccc(CCN(C(=O)c2ccc(F)cc2)C2=CC3CCC(C2)N3C)cc1OC (stereo unspecified)	-1.9%	-56.0*	2.2	/	7.2%	-1.0%	-18.0%	-9.0%
O=c1nc(N/N=C/c2ccccn2)cn[nH]1	-4.5%	-3.9	7.6	34.7%	-11.5%	-1.7%	-83.1%[inhibitor]	?
C=CCOc1ccccc1CNc1ccc2c(c1)OCCO2	13.2%	-15.7	4.8	44.0%	-5.0%	-3.0%	-9.7%	0.4%
CCOC(=O)C[n+]1c(C)sc2ccc(OC)cc21	4.4%	?	-12.0	23.2%	19.6%	22.6%	-11.1%	-4.1%
C/C(=N\NC(=O)c1ccccc1F)c1cccc(NC(=O)c2ccccc2)c1	4.1%	19.5	3.6	-4.7%	8.4%	25.4%	-6.1%	-0.6%
O=C(O)C1CSC2(c3ccc4c(c3)OCCO4)CCC(=O)N12 (stereo unspecified)	-5.0%	-7.6	6.6	4.4%	3.1%	-3.1%	-4.8%	7.2%
CCCCC(=O)Nc1cccc(NC(=S)NC(=O)COc2ccccc2Cl)c1	-10.3%	?	5.3	/	8.4%	24.6%	-5.5%	-0.8%
CC1Cc2nc(SCC(N)=O)n(C)c(=O)c2S1 (stereo unspecified)	?	-21.6	-7.5	-7.9%	1.2%	3.0%	2.4%	-7.8%
COc1ccc(-c2cc(C(=O)NCc3ccco3)c3ccccc3n2)cc1OC	3.5%	16.7	10.1	37.2%	2.3%	2.8%	-0.9%	-5.1%
Cc1cc(NC(=O)CCCn2nc(C)c([N+](=O)[O-])c2C)no1	8.5%	-2.2	5.5	9.2%	1.7%	-10.2%	-18.1%	-1.7%
Cc1ccc(OCc2ccc(-c3nc(C#N)c(NCc4cccnc4)o3)o2)cc1	/	/	1.0	45.0%	/	2.3%	12.0%	/
O=C(CN1CCOCC1)NCCC12CC3CC(CC(C3)C1)C2	4.5%	?	3.9	-10.2%	5.3%	-5.2%	13.5%	0.0%
CN1CCN(S(=O)(=O)Cc2ccc(Cl)cc2)CC1	0.7%	2.6	-0.8	6.1%	2.0%	-4.0%[1.82 µM]	7.2%	3.6%
O=C1c2c(-c3ccc(Br)cc3)noc2CCN1Cc1cn(Cc2ccccc2)nn1	16.2%	8.6	3.3	39.2%	4.7%	?	12.4%	25.4%
CCc1cccc(NC(=O)CCS(=O)(=O)c2ccc(C)cc2)c1	/	/	6.6	11.6%	/	16.8%	-9.2%	/

Screens as filed in PubChem BioAssay.
